# p97 ATPase inh = inhibitors of human p97 ATPase, primary screen, biochemical; inhibition, % at 8 µM; hit rate 0.42% among 220,000; recombinant p97 ATPase, Kinase-Glo ATP luminescence, 3 h; Transitional endoplasmic reticulum ATPase (Homo sapiens), P55072; AID 1481, 2009; in the data active means inhibition above about 15%;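 further: 0% = DMSO vehicle and 100% = wells lacking enzyme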
# Runt-CBFb FRET = inhibitors of RUNX1 Runt–CBFb binding, primary screen, biochemical, FRET, Cerulean-Runt, Venus-CBFb, uHTS | hit rate 0.46% among 220,000 | inhibition, % at 20 µM | Cerulean-Runt/Venus-CBFb FRET ratio 530/480, 1 h | Runt-related transcription factor 1 (Homo sapiens) + Core-binding factor subunit beta …;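 active means inhibition over about 50% at 20 µM in the single-dose screen, limit read from the data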;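 further: 0% = DMSO wells and 100% = excess unlabeled CBFb competitor control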
#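 Buffer or medium: Tris pH 7.5 buffer with BSA. Assay system: Cerulean-labeled Runt domain protein. Amount: each fluorescent fusion protein 100 nM. Read-out basis: loss of energy transfer signal. Incubation: 1 h compound exposure, room temperature. Probe or stimulus: Venus-CBFb binding partner, 100 nM. Detection: FRET, excitation 422 nm, emission at 530 and 480 nm.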
# RBBP9 inh = human RBBP9 inhibitors, primary screen, biochemical, fluorescence polarization, FP-Rh probe, HTS; Serine hydrolase RBBP9 (Homo sapiens), O75884; recombinant RBBP9; inhibition, % at 7.94 µM; hit rate 0.2% among 220,000;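 active means inhibition above the campaign mean of all tested compounds plus 3 SD, cut at about 14% in these data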;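 further: plate controls were DMSO wells with RBBP9 for no effect and wells lacking RBBP9 protein for full effect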
# Target sequence (O75884 whole entry, looked up): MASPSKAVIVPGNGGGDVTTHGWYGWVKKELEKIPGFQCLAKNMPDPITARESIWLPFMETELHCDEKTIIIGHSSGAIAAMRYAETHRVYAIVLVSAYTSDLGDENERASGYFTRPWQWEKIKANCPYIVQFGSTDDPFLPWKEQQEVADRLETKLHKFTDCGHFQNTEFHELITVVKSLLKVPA
#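 system = RBBP9 protein | input = RBBP9 at 2.5 µM in dispensed solution, before mixing | measured by = fluorescence polarization (mP), excitation 525 nm, emission 598 nm | incubation = enzyme-compound preincubation 30 min, then probe labeling 45 min, 25 °C | buffer or medium = Tris-NaCl-Pluronic buffer, pH 8.0 | compound = single dose 7.94 µM | also added = FP-Rh probe, 375 nM dispensing solution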
# Tb hexokinase = Trypanosoma brucei hexokinase 1 inhibitors, primary screen, biochemical, G6PDH-coupled NADH absorbance, MLSCN library. recombinant TbHK1, G6PDH-coupled NADH A340. inhibition, % at 10 µM. hexokinase 1 [Trypanosoma brucei]. hit rate 0.11% among 220,000;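 active means inhibition of 50% or more in the single-dose primary screen; inactive means inhibition below 50%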
# Runt-SMMHC FRET = inhibitors of RUNX1 Runt–CBFb-SMMHC binding, primary screen, biochemical, FRET, Cerulean-Runt, Venus-CBFb-SMMHC, uHTS; Runt-related transcription factor 1 (Homo sapiens) + Core-binding factor subunit beta …; Cerulean-Runt/Venus-CBFb-SMMHC FRET ratio 530/480, 1 h; inhibition, % at 20 µM; hit rate 0.74% among 220,000; AID 1434, 2008;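 active means mean inhibition across duplicate retests at 20 µM reaching about 50%, limit read from the data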;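 further: 0% = DMSO wells and 100% = wells with excess untagged CBFb-SMMHC; inhibitors lower the FRET ratio by blocking Runt binding to CBFb-SMMHC; some results filed as inactive read as strong as hits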
# EBV gp42 inh = Epstein-Barr virus gp42 inhibitors, primary screen, biochemical, uHTS, fluorescence polarization. inhibition, % (tested at 21.74 µM). Fluorescence polarization binding assay, mP read-out. hit rate 0.42% among 220,000. AID 1085, 2008; in the data active means inhibition above about 50%
# Target sequence (Q1HVG2 whole entry, looked up): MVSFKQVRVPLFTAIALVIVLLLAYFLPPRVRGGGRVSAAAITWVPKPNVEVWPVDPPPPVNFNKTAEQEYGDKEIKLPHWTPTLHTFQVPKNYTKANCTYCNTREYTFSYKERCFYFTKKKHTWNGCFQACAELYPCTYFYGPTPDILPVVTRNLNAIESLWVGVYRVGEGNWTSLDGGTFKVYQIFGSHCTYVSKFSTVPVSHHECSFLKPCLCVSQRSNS
# Furin inhibitor = human furin inhibitors, primary screen, biochemical, fluorescence intensity. P09958. purified furin, fluorogenic substrate cleavage. inhibition, % at 30 µM. hit rate 0.061% among 220,000; in the data active means inhibition above about 25%; further: inactives centre near -15
# Target sequence (P09958 108-714 limits assumed): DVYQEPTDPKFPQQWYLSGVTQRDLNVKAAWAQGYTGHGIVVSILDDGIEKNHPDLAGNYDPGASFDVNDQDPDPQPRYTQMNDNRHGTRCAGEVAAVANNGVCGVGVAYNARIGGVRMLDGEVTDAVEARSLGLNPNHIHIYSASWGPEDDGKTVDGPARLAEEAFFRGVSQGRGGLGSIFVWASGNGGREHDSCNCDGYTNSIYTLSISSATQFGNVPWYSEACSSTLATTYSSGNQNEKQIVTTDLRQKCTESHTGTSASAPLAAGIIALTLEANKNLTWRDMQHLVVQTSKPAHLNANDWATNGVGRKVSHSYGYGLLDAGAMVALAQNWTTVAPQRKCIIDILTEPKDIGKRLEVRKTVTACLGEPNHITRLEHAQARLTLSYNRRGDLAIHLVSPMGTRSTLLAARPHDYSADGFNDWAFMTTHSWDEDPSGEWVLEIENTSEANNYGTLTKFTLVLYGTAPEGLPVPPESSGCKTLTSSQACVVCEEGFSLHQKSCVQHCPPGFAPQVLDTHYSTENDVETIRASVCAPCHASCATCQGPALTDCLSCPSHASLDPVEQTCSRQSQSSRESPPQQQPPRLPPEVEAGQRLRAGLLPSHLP
# m-calpain inh = inhibitors of pig calpain II, primary screen, biochemical, fluorogenic peptide substrate, 1536-well. purified calpain II, 30 min. inhibition, % at 16 µM. hit rate 0.37% among 220,000;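 active means inhibition above about 50%, limit read from the data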
# NCF1 inh = p47phox/p22phox peptide binding inhibitors, primary screen, biochemical, uHTS, NADPH oxidase regulatory subunit. Neutrophil cytosol factor 1 (Homo sapiens), P14598. fluorescence polarization, 2 h. inhibition, % at 24.7 µM. hit rate 0.53% among 220,000;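 active means inhibition above about 30%, limit read from the data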;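 further: 0% = p47phox with labelled peptide and 100% = labelled peptide alone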
# * hit, by the source's call; i = inactive; / = not tested or not shown; [ ] = dose if it differs, or a comment.
# Preview:
nr	molecule	p97 ATPase inh	Runt-CBFb FRET	RBBP9 inh	Tb hexokinase	Runt-SMMHC FRET
1	O=C(C1CCN(c2nnnn2-c2ccccc2)CC1)N1CCN(c2ccccc2)CC1	2	-1	0	4	2
2	Nc1nc(SCc2ccccc2)ns1	0	-1	2	6	1
3	CN1C(=O)CC(C(=O)O)SC1=Nc1cc(Cl)c(O)c(Cl)c1 (stereo not given)	-6	8	-6	-8	3
4	CC(C)CN(C(=O)CN1CCOCC1)c1c(N)n(CC(C)C)c(=O)[nH]c1=O	-4	0	-6	2	3
5	Cc1c(-c2ccccc2)sc(N)c1C(=O)N1CCOCC1	-2	9	-3	-1	0
6	COc1ccc(N=Nc2[nH]c3ccc(C)cc3c2O)cc1	1	-4	-6	-1	-1
7	CCOc1ccc(C(=O)NC(=S)Nc2ccc(NC(=O)C(C)C)cc2)cc1[N+](=O)[O-]	3	0	-8	1	-5
8	COCc1c(C(=O)NC2CCCCCC2)oc2ccccc12	0	0	-12	-1	2

nr	EBV gp42 inh	Furin inhibitor	m-calpain inh	NCF1 inh
1	-9	-21[20 µM]	-1	-5
2	-8	-21[20 µM]	-15	-10
3	-2	-4[20 µM]	4	0
4	6	-13	11	7
5	-11	-27	-64	-13
6	-51	-13	4	-21
7	9	-38	-10	-6
8	-9	-23	26	-11

# Results, repeating the preview:
nr	molecule	p97 ATPase inh	Runt-CBFb FRET	RBBP9 inh	Tb hexokinase	Runt-SMMHC FRET
1	O=C(C1CCN(c2nnnn2-c2ccccc2)CC1)N1CCN(c2ccccc2)CC1	2	-1	0	4	2
2	Nc1nc(SCc2ccccc2)ns1	0	-1	2	6	1
3	CN1C(=O)CC(C(=O)O)SC1=Nc1cc(Cl)c(O)c(Cl)c1 (stereo not given)	-6	8	-6	-8	3
4	CC(C)CN(C(=O)CN1CCOCC1)c1c(N)n(CC(C)C)c(=O)[nH]c1=O	-4	0	-6	2	3
5	Cc1c(-c2ccccc2)sc(N)c1C(=O)N1CCOCC1	-2	9	-3	-1	0
6	COc1ccc(N=Nc2[nH]c3ccc(C)cc3c2O)cc1	1	-4	-6	-1	-1
7	CCOc1ccc(C(=O)NC(=S)Nc2ccc(NC(=O)C(C)C)cc2)cc1[N+](=O)[O-]	3	0	-8	1	-5
8	COCc1c(C(=O)NC2CCCCCC2)oc2ccccc12	0	0	-12	-1	2
9	O=C(COc1ccccc1O)NNc1ccccc1	5	3	-5	-1	2
10	CCOc1cc(/C=N/NC(=O)C(=O)NC2CC2)cc(Br)c1O	8	5	-4	-6	-2
11	COc1ccc(N2CCN(C(c3ccccc3OC)c3nnnn3C3CCCC3)CC2)cc1 (stereo not given)	-7	1	-7	-5	0
12	CCOc1ccc(Nc2cc(=O)oc3ccccc23)cc1	6	-1	-6	-2	-1

nr	EBV gp42 inh	Furin inhibitor	m-calpain inh	NCF1 inh
1	-9	-21[20 µM]	-1	-5
2	-8	-21[20 µM]	-15	-10
3	-2	-4[20 µM]	4	0
4	6	-13	11	7
5	-11	-27	-64	-13
6	-51	-13	4	-21
7	9	-38	-10	-6
8	-9	-23	26	-11
9	-19	-29	8	-13
10	-6	-16	-2	-22
11	-22	-7	13	-13
12	-26	-23[20 µM]	i	-43

# The results go on.
nr	molecule	p97 ATPase inh	Runt-CBFb FRET	RBBP9 inh	Tb hexokinase	Runt-SMMHC FRET
13	COc1ccc(OC)c(NS(=O)(=O)c2cc(OC)ccc2OC)c1	3	-2	1	-3	-3
14	Cc1cc(C)cc(OCC(=O)NC2=NCCS2)c1	2	0	1	-1	2
15	COc1ccccc1-n1c(-c2cc(-c3ccco3)[nH]n2)n[nH]c1=S	6	28	-3	-1	30
16	Cc1nc2c(-c3ccc(Cl)cc3)c(C)[nH]n2c(=O)c1Cc1ccccc1	0	5	-4	0	14
17	COc1ccccc1/C=C/C(=C1/C(=O)N(c2ccccc2)N=C1C)c1ccc(C)cc1	6	-3	-3	-5	-6
18	O=c1c2c3c(sc2nc2sc(CN4CCOCC4)cn12)CCCC3	-2	1	-8	-14	-6
19	COc1ccccc1N(CC(=O)NCc1cccnc1)S(C)(=O)=O	6	-2	-3	1	4
20	O=C1NC(c2cccs2)C(C(=O)c2ccccc2)C(O)(C(F)(F)F)N1 (stereo not given)	4	-1	-9	3	4
21	O=c1c2ccccc2c(-c2n[nH]c(=S)o2)nn1Cc1ccccc1	8	7	-7	1	3
22	Nc1nc(NCCCN2CCOCC2)nc(Nc2cccc(F)c2)c1[N+](=O)[O-]	-4	-2	3	-42	2
23	CCCc1nc2ccccc2[nH]1	7	0	3	-2	9
24	COc1ccc2oc(C)c(C(=O)NN)c2c1	-3	9	4	0	2

nr	EBV gp42 inh	Furin inhibitor	m-calpain inh	NCF1 inh
13	2	-14[20 µM]	-15	12
14	2	-21[20 µM]	12	6
15	-19	-19	-30	0
16	-6	-16	-17	-20
17	-26	-16	-28	-7
18	-14	-16[20 µM]	-19	-5
19	-6	-18	1	-15
20	-24	-24	-2	-10
21	-7	-31	4	-15
22	-9	13	20	-2
23	-1	-6[20 µM]	11	-1
24	3	-3[20 µM]	-35	-18

# (continued)
nr	molecule	p97 ATPase inh	Runt-CBFb FRET	RBBP9 inh	Tb hexokinase	Runt-SMMHC FRET
25	Cc1ccc(-c2nnn(CC(=O)NCC3COCCO3)n2)o1 (stereo not given)	6	-1	4	1	-2
26	COc1cc(/C=N/NS(=O)(=O)c2ccc(C(C)(C)C)cc2)cc([N+](=O)[O-])c1O	4	-4	2	-15	-4
27	Cc1ccc([N+](=O)[O-])cc1-c1ccc(/C=N/NC(=O)CN2CCOCC2)o1	7	-1	-11	-110	3
28	O=C(NCCCN1CCc2ccccc2C1)Nc1ccc(Br)cc1	-3	0	6	0	-5
29	Cc1ccc(C)c(NC(=O)COC(=O)c2ccc3c(c2)OCO3)c1	0	0	-8	-3	-2
30	CN(C(=O)c1cccc(C#N)c1)c1nnc(-c2ccncc2)s1	6	-4	4	-8	2
31	O=C(O)CCCn1c(=S)[nH]c2c(sc3ccc([N+](=O)[O-])cc32)c1=O	-5	50	-4	2	28
32	Cc1csc(NC(=O)COCC(=O)O)c1-c1nc2ccccc2s1	3	-1	-8	-35	-5
33	O=C(CN1CCN(c2ccccn2)CC1)Nc1cc(C(F)(F)F)ccc1Cl	2	-6	-8	5	2
34	Cc1ccccc1NC(=S)NCC1CCN(C(C)c2ccccc2)C1 (stereo not given)	-2	-1	-5	-3	2
35	O=C(Cc1cccc2ccccc12)N/N=C1\CCCc2ccccc21	1	1	-10	-4	0
36	CC1(C)CN(c2cccc(C#N)c2)C1=O	2	1	-7	-2	2

nr	EBV gp42 inh	Furin inhibitor	m-calpain inh	NCF1 inh
25	-16	-20	14	-3
26	2	-18	-61	-2
27	-18	17	8	-4
28	-2	-19[20 µM]	-7	-14
29	3	-20	10	-15
30	-5	0	-11	5
31	-4	2	40	-4
32	3	1	-28	-9
33	-12	-17	11	-12
34	-2	-31	-12	/
35	-3	-18[20 µM]	3	-3
36	-7	-16	-13	-2

# Other entries follow.
nr	molecule	p97 ATPase inh	Runt-CBFb FRET	RBBP9 inh	Tb hexokinase	Runt-SMMHC FRET
37	Cc1ccc(CN2CCNC(=O)C2CC(=O)N(C)C(C2CC2)C2CC2)o1 (stereo not given)	0	0	-3	1	0
38	O=C(Nc1ccc(N2CCCC2)c(Cl)c1)c1ccco1	-2	0	-5	-3	-1
39	O=S(=O)(NCc1ccccn1)c1ccc(Br)s1	4	0	-8	3	3
40	COc1ccc(NC(=O)Nc2cnccn2)cc1	0	1	-4	0	0
41	CCOC(=O)c1cnn(Cc2ccc(C)cc2)c1N	-2	-1	-7	2	6
42	O=C(Nc1ccccc1C(=O)N1CCCCCC1)c1ccccc1Cl	2	0	-1	-4	0
43	O=C(c1nc2ccccn2c1CNCCOc1cccnc1)N1CCOCC1	2	0	-11	3	-4
44	N#Cc1nc(COc2ccccc2)oc1N1CCCCCC1	-8	0	-6	0	1
45	CCOc1ccc(-n2c(SCC(=O)Nc3ccc4c(c3)OCO4)nc3ccccc3c2=O)cc1	2	0	-9	-8	1
46	CCOC(=O)CSc1nc2cccnc2n1C	1	2	-9	-3	-6
47	CCOP(=O)(c1ccccc1)c1nc(-c2ccccc2C)oc1N1CCCCC1 (stereo not given)	-4	-6	1	-15	-4
48	Cc1cc(NC(=O)/C(C#N)=C/c2ccc(-c3ccc(SC(F)F)cc3)o2)n(-c2ccccc2)n1	0	-311	-13	-14	-274

nr	EBV gp42 inh	Furin inhibitor	m-calpain inh	NCF1 inh
37	11	-26	-11	-7
38	-4	-14	-8	-6
39	-26	-33	2	-1
40	-14	-15	19	-5
41	1	-22	-2	2
42	-1	-12	9	-8
43	4	-15	13	2
44	1	-16	-18	-14
45	-27	-22[20 µM]	-104	-10
46	-18	-20	-15	-5
47	-6	4	6	-25
48	-54	-18	-20	-38

# Carrying on.
nr	molecule	p97 ATPase inh	Runt-CBFb FRET	RBBP9 inh	Tb hexokinase	Runt-SMMHC FRET
49	CS(=O)(=O)NNC(=O)c1csc(Cc2c(Cl)sc3ccc(Cl)cc23)n1	-5	-2	-12	-8	-4
50	Cc1cccc(C(=O)NCCCN2CCCC2=O)c1	-1	2	-10	0	-1
51	Cc1ccc(-c2cc(-c3ccccc3[N+](=O)[O-])[nH]n2)c(O)c1	0	3	-11	4	2
52	CCOC(=O)C1=C(C)Nc2nnnn2C1c1cccc(OC)c1OC (stereo not given)	2	/	-14	-1	/
53	CCOC(=O)c1c(C)oc2ccc(OCC(N)=O)cc12	-4	0	-9	2	8
54	COc1ccc(CC(=O)NCc2ccc3c(c2)OCO3)cc1	1	4	0	7	-2
55	Cc1nn(C(=O)/C(C#N)=C/N(C)C)c(C)c1C	-3	2	-4	2	-2
56	Cc1nc2ccc(NC(=O)c3ccc4ccccc4n3)cc2s1	2	-3	-4	-11	1
57	COc1ccc(CN2CCNC(=O)C2CC(=O)NCCSc2nccn2C)c(OC)c1 (stereo not given)	4	0	-3	-1	-2
58	CCOc1cc(CNCCO)cc(Br)c1OCc1ccc(Cl)cc1	-8	-3	0	10	-2
59	CCN(CC)C(=O)CSc1nc2cc3c(cc2c(=O)n1CCCC(=O)NCc1ccc(OC)cc1)OCO3	-1	/	-6	-13	-2

nr	EBV gp42 inh	Furin inhibitor	m-calpain inh	NCF1 inh
49	4	-17	-9	-7
50	-4	-15[20 µM]	-10	-17
51	19	11[20 µM]	15	-7
52	-22	-24	-18	-15
53	-10	-14[20 µM]	-28	-5
54	-15	-2[20 µM]	-11	-13
55	-10	-22	35	7
56	-21	-25	-17	-1
57	-10	-32	-18	-3
58	-16	-4[20 µM]	-3	-30
59	6	-7	-9	2

# Bioassay records as filed in PubChem BioAssay.
